GCN5L2 inh: inhibitors of human GCN5L2 histone acetyltransferase; Q92830; GCN5L2 HAT assay, ThioGlo1 CoA-SH fluorescence; Potency, µM (titrated, usually from 58.9 µM), without a hit: at the top dose activity change, negative = inhibition, usual class: inhibitors; 0.21% of 390,000 active; AID 504327
Target sequence (Q92830 whole entry, looked up): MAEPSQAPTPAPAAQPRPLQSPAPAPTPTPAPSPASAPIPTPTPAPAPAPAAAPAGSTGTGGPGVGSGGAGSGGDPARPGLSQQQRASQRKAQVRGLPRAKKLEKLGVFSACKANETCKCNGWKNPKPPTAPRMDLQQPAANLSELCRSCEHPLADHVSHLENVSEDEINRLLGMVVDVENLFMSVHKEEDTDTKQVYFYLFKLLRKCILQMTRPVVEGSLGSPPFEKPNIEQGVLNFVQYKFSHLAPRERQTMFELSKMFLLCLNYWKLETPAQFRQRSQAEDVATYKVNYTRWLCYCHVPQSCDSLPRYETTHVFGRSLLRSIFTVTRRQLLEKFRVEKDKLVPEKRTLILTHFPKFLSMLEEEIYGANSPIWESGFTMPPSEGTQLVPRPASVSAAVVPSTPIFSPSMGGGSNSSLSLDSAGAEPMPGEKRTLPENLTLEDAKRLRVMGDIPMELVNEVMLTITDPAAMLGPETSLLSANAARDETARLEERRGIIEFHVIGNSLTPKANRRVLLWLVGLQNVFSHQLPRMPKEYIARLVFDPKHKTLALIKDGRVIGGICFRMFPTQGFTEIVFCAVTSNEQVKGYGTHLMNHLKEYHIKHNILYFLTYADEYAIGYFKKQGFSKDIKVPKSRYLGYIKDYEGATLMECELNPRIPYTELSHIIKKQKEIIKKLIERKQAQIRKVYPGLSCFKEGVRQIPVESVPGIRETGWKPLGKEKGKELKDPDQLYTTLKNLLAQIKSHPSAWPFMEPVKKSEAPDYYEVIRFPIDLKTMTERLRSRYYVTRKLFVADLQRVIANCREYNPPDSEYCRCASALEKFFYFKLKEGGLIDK
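Titration-based screen in which CoA formation is detected via maleimide probe ThioGlo1 (50uM) turning fluorescent on thiol reaction; substrates H3(1-25) 75uM and acetyl-CoA 70uM, GCN5L2 20nM, 20 min incubation at room temperature.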
DT40 TDP1 CPT: DT40-hTDP1 cell growth loss with CPT | chicken DT40 Tdp1-/-;hTDP1 cells + 20 nM CPT, ATP luminescence, 48 h | 12% of 420,000 active | Potency, µM (top dose mostly 46.2 µM), inactives show top-dose activity change, negative = growth inhibition, hits mostly inhibitors; also: nearly all actives have a fitted effect of over 55% in size
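Chicken DT40 Tdp1-/- cells complemented with human TDP1, 400 cells/well, exposed to compounds plus 20 nM camptothecin for at least 48 h at 37 C; viability read as ATP content by CellTiter-Glo luminescence.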
TDP1 cell noCPT: qHTS for Inhibitors of human tyrosyl-DNA phosphodiesterase 1 (TDP1): qHTS in cells in absence of CPT. DT40 Tdp1-/- hTDP1 cells, no CPT, ATP luminescence, 48 h. Potency, µM (series often up to 46.2 µM), for inactives: at the highest dose activity change, negative = growth inhibition, actives largely listed as inhibitors. 15% of 420,000 active. AID 686978, 2013; also: nearly all actives have a fitted effect of over 55% in size
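Cells were dispensed at 400 per well, compounds added by pin tool, plates incubated ≥48 hr at 37 °C, then CellTiter-Glo added for 30 min at room temperature before luminescence reading. Line: DT40 Tdp1-/- complemented with hTDP1; camptothecin omitted.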
Starred values were filed as active, the others as inactive; ? = inconclusive; . = no result given; & = joins results of further samples. Calls follow the shape of the dose curve; as a rule, active = well fitted curve in the direction sought with a large enough effect; inconclusive = small, poorly fitted or top-dose-only effect, or another doubt; inactive = no such curve, though single readings can be large; an effect the other way counts as inactive or inconclusive. % is scaled to controls: 0 for no effect and ±100 for the full control effect; potency is read from the fitted curve at half-maximal effect.

SMILES | GCN5L2 inh | DT40 TDP1 CPT | TDP1 cell noCPT
C=CC[C@@H](CC(=O)NCCO)C(=O)N[C@@H](C)COC(=O)[C@H](CC=C)CC(=O)OC(C)(C)C | 1.2% | 2.5% | -17.9%
COc1cc(OC)c(-c2nc3c[n+](CC(=O)c4ccccc4)ccc3n2C)cc1OC | -5.3% | -8.9% | 0.3%
O=C(CN1c2cccc3cccc(c23)S1(=O)=O)Nc1ccc(S(=O)(=O)N2CCOCC2)cc1 | -9.1% | -1.6% | ?
O=C(c1ccccc1)c1ccc(C(=O)N2CCN(c3ccccc3)CC2)cc1 | -9.6% | ? | ?
Cc1cccc(C(=O)NC2CCN(S(=O)(=O)c3ccccc3)CC2)c1 | 0.0% | 11.0% | -2.1%
O=c1c(Cl)c(N2CCN(c3ccccc3)CC2)cnn1C12CC3CC(CC(C3)C1)C2 | -0.1% | 25.9µM* | 23.1µM*
C#CCOCCOCCOCCNc1nc(N2CCN(C(=O)[C@H]([C@@H](C)CC)n3cc([C@@H](N)Cc4ccc(O)cc4)nn3)CC2)nc(N2CCN(C(=O)[C@H]([C@@H](C)CC)n3cc([C@@H](N)Cc4ccc(O)cc4)nn3)CC2)n1 | 3.6% | -15.5% | -3.0%
Nc1c(Cl)cc(-c2csc(N3CCCC3c3nc4cc(Cl)c(Cl)cc4n3CCCO)n2)cc1Cl (centres undefined) | . | ? | ?
CSc1nc2ccccc2n1CC(=O)Nc1ccc(C)c(C)c1 | -1.6% | ? | ?
Cc1noc(C)c1-c1nccc(N2CCOCC2)n1 | -22.0% | 0.2% | -3.9%
CC(C)(C)c1nc(N2CCN(C(=O)c3ccco3)CC2)c2nnn(Cc3ccccc3)c2n1 | -16.3% | ? | 20.6µM*
C/C(=N/NC(=O)c1cc(C(C)C)[nH]n1)c1cccs1 | -6.9% | -26.1% | -9.8%
CCOC(=O)CCCNC(=O)c1cncc(O)c1 | -5.6% | -0.7% | -1.2%
NC(=O)c1ccc(NC(=O)CNC(c2ccccc2)c2ccccc2)cc1 | -3.6% | 4.3% | 2.8%
CC1CC(C)CN(C(=O)C(NS(=O)(=O)c2ccc3c(c2)oc(=O)n3C)C(C)C)C1 (centres undefined) | -5.7% | -9.0% | -9.7%
O=C(NCCc1csc(-c2cccc(F)c2)n1)c1cccs1 | -2.4% | ? | 16.4µM*
CCN(CC(=O)N1CCCC1)S(=O)(=O)c1ccc(OC)cc1 | ? | -1.2% | -20.1%
Cc1cc(NC(=O)Cn2c(=O)c3c(ncn3CCC(C)C)n(Cc3ccccc3)c2=O)no1 | -3.3%&-5.7% | -20.0% | -18.8%
COc1ccc(NC(=O)COC(=O)C2CC3C=CC2C3)cc1 (centres undefined) | -5.6% | 4.2% | 14.8%
O=C(N/N=C/C(Br)=C/c1ccccc1)C1CC1 | -3.6% | 8.2µM* | 13µM*
OC(c1cccs1)c1nccc2ccccc12 (centres undefined) | -3.1% | -24.7% | -6.6%
CC(O)(c1cccc(F)c1)c1nc(-c2cccc(C#N)c2)cs1 (centres undefined) | . | ? | ?
O=[N+]([O-])c1ccc(F)cc1OCc1cccc(S(=O)(=O)N2CCOCC2)c1 | -2.8% | -26.3% | ?
c1cc(C2CCCCC2)ccc1Oc1nc(N2CCOCC2)nc(N2CCOCC2)n1 | -0.5% | -26.3% | -14.9%
Cc1nc(SCC(=O)NCc2ccc3c(c2)OCO3)c(C#N)c2c1CCCC2 | -0.5% | -14.0% | -40.6%

Structural class, the entries above containing a cyano group (2)
SMILES | GCN5L2 inh | DT40 TDP1 CPT | TDP1 cell noCPT
CC(O)(c1cccc(F)c1)c1nc(-c2cccc(C#N)c2)cs1 (centres undefined) | . | ? | ?
Cc1nc(SCC(=O)NCc2ccc3c(c2)OCO3)c(C#N)c2c1CCCC2 | -0.5% | -14.0% | -40.6%

Structures from the list above that have a tert-butyl group, in the order listed:
SMILES | GCN5L2 inh | DT40 TDP1 CPT | TDP1 cell noCPT
C=CC[C@@H](CC(=O)NCCO)C(=O)N[C@@H](C)COC(=O)[C@H](CC=C)CC(=O)OC(C)(C)C | 1.2% | 2.5% | -17.9%
CC(C)(C)c1nc(N2CCN(C(=O)c3ccco3)CC2)c2nnn(Cc3ccccc3)c2n1 | -16.3% | ? | 20.6µM*

Returning to the listing; the 5 compounds before the break are reprinted first.
SMILES | GCN5L2 inh | DT40 TDP1 CPT | TDP1 cell noCPT
OC(c1cccs1)c1nccc2ccccc12 (centres undefined) | -3.1% | -24.7% | -6.6%
CC(O)(c1cccc(F)c1)c1nc(-c2cccc(C#N)c2)cs1 (centres undefined) | . | ? | ?
O=[N+]([O-])c1ccc(F)cc1OCc1cccc(S(=O)(=O)N2CCOCC2)c1 | -2.8% | -26.3% | ?
c1cc(C2CCCCC2)ccc1Oc1nc(N2CCOCC2)nc(N2CCOCC2)n1 | -0.5% | -26.3% | -14.9%
Cc1nc(SCC(=O)NCc2ccc3c(c2)OCO3)c(C#N)c2c1CCCC2 | -0.5% | -14.0% | -40.6%
Cc1cc2oc(C(=O)N(Cc3ccc(N(C)C)cc3)CC3CCCO3)c(C)c2cc1Cl (centres undefined) | -7.3% | ? | 18.4µM*
O=C1NC(=O)/C(=C/c2cc3c(cc2Br)OCO3)S1 | 1.0% | 7.3% | ?
COc1cc2[nH]c3c(OC)ncnc3c2cc1OC | -9.9% | -11.8% | -18.6%
Cc1cccc(CCNS(=O)(=O)c2ccc(S(=O)(=O)NC3CCCC3)cc2)c1 | -17.4% | ? | ?
Cc1ccc2nc(SCC(=O)c3c[nH]c4ccccc34)[nH]c2c1 | -10.1% | -1.6% | ?
O=C(NNC(=S)Nc1ccc(Br)cc1)c1cccnc1 | -0.3% | -9.8% | 0.4%
COCc1[nH]nc2c1C(c1sccc1C)C(C#N)=C(N)O2 (centres undefined) | -16.5% | -15.2% | ?
Cc1ccc(-c2cccc(NC(=O)C3C4C=CC(C4)C3C(=O)O)c2)o1 (centres undefined) | -2.8% | ? | ?
Cc1ccccc1N/N=C/c1ccc(N2CCOCC2)cc1 | -32.3% | -18.7% | -13.9%
COc1ccccc1CN(CC(=O)NCC1CCCO1)C(=O)CNS(=O)(=O)c1ccc(C)cc1 (centres undefined) | -13.4% | -26.1% | 4.3%
CSc1nc(O)c(N=Nc2ccc(F)cc2F)c(=O)[nH]1 | 1.9% | ? | ?
Cn1cc(C(c2ccccc2)c2ccc(Cl)s2)c2ccccc21 (centres undefined) | -3.8% | -19.7% | -15.3%
Cn1cnnc1Sc1ccc(C(=O)OCC(=O)Nc2ccccc2)cc1[N+](=O)[O-] | -3.5% | -28.6% | 11.8%
Cc1cc(C)cc(C(=O)OCC(=O)Nc2ncccn2)c1 | -2.6% | -0.6% | -8.1%
Cc1ccc(S(=O)(=O)N2CC=C(C(=O)NCc3ccccc3)CC2)cc1 | 2.0% | -26.1% | -22.0%
O=C(N=C1SC2CS(=O)(=O)CC2N1Cc1ccccc1)C1CCCCC1 (centres undefined) | -1.2% | -13.9% | -3.8%
CN1CCN(C2CCCCC2NS(=O)(=O)c2ccccc2)CC1 (centres undefined) | -2.5% | -12.9% | 17.6%
Cc1cccc(CNc2ncncc2-c2ccccc2Cl)c1 | -4.1% | -10.7% | ?
CCOC(=O)C1CCN(S(=O)(=O)c2ccc3c(c2)CC(C)N3C(=O)C2CCC2)CC1 (centres undefined) | -18.4% | -25.2% | ?
COc1ccc(C(C(=O)NC(C)C)N(C(=O)CCC(=O)Nc2nccs2)c2ccccc2F)cc1 (centres undefined) | 2.4% | ? | ?
O=C(Cc1ccc(S(=O)(=O)N2CCOCC2)s1)N1CCN(S(=O)(=O)c2ccc(Cl)cc2)CC1 | 2.1% | 23.1µM* | 23.1µM*
Cc1ccc(NC(=O)C(=O)NN)cc1 | -1.9% | -12.6% | -37.4%
COc1cc(C(=O)n2cnc3ccccc32)c([N+](=O)[O-])cc1OC | -6.1% | -20.0% | -23.4%
CCCCOc1ccc(C(=O)NC)cc1 | 1.0% | -0.2% | -8.9%
Cn1ncc(Cl)c1C(=O)Nc1cc(C(F)(F)F)ccc1F | 2.8% | 1.9% | -2.1%

Retrieved one by one from the entries so far:
SMILES | GCN5L2 inh | DT40 TDP1 CPT | TDP1 cell noCPT
O=C(N/N=C/C(Br)=C/c1ccccc1)C1CC1 | -3.6% | 8.2µM* | 13µM*
CC1CC(C)CN(C(=O)C(NS(=O)(=O)c2ccc3c(c2)oc(=O)n3C)C(C)C)C1 (centres undefined) | -5.7% | -9.0% | -9.7%
CN1CCN(C2CCCCC2NS(=O)(=O)c2ccccc2)CC1 (centres undefined) | -2.5% | -12.9% | 17.6%

Remaining list, next part:
SMILES | GCN5L2 inh | DT40 TDP1 CPT | TDP1 cell noCPT
COc1ccc(OCCCn2c(=O)oc3ccc(C)cc32)cc1 | -9.5% | ? | ?
C/C(NCCc1ccccc1)=C1/CCOC1=O | . | -3.3% | -14.1%
CCc1ccc(-n2c(=O)c3c4c(sc3n(Cc3ccccc3C#N)c2=O)CCC4)cc1 | -0.1% | -11.6% | -7.2%
COc1ccc(/C=N/NC(=O)CSc2n[nH]c(=O)[nH]c2=O)cc1 | -0.4% | 0.2% | 8.0%
c1cnc2c(c1)ncc1cscc12 | -2.5% | -12.2% | ?
CCCn1nc(NC(=O)CC(C)C)c2cc3ccccc3nc21 | 1.3% | ? | ?
COc1cccc(-c2cc(C(=O)Nc3cc(OC)c(OC)c(OC)c3)on2)c1 | -15.2% | 5.8µM* | 2.91µM*
CCn1c(C(=O)N2CCCC(C(=O)N3CCN(c4ccccc4)CC3)C2)cc2sccc21 (centres undefined) | -11.4% | ? | 23.1µM*
O=C(CN1C(=O)CSC1=O)N1CCCC(Nc2ccc(F)cc2)C1 (centres undefined) | 2.0% | 0.2% | -4.2%
O=C(Cc1cccc2ccccc12)Nc1c(F)cccc1F | ? | -17.4% | 18.5%
COc1ccc(C(C(=O)NC(C)(C)C)N(CCc2ccc(OC)c(OC)c2)C(=O)CCC(=O)Nc2cc(C)on2)cc1 (centres undefined) | -0.1% | ? | ?
COc1ccc(NC(=O)N2CCN(c3cc(-c4noc(C)n4)ccc3C)CC2)c(OC)c1 | 0.2% | ? | ?
CC1CCN(CC(=O)Nc2cc(C(F)(F)F)ccc2Cl)CC1 | 2.0% | 8.6% | 1.2%
COc1ccc(S(=O)(=O)N(C)C[C@@H]2OCc3cnnn3CCCC(=O)N([C@H](C)CO)C[C@@H]2C)cc1 | . | -1.2% | -14.4%
Oc1nc(Nc2cccc(Cl)c2)sc1/C=C1\C=Nc2ccccc21 | -6.5% | ? | ?
Fc1ccc(-c2[nH]ncc2CN(CC2CCC2)CC2CCCO2)c(F)c1 (centres undefined) | -7.1% | ? | ?
Cc1cccc2c1-c1sc(C(=O)Nc3cccnc3)cc1CO2 | -1.0% | ? | -16.7%
CC(C)(C)c1ccc(C2CC2C(=O)N/N=C\c2ccc[nH]2)cc1 (centres undefined) | -5.1% | ? | ?
CCc1ccccc1N1C(=O)C2CC=CCC2C1=O (centres undefined) | -4.7% | ? | 16.4µM*
COc1ccc(CC(=O)NNS(=O)(=O)c2cccc([N+](=O)[O-])c2)cc1OC | -2.8% | -10.0% | 1.1%
CC(=O)c1c(C)n(-c2ccccc2)c2ccc(O)cc12 | -6.4% | -29.2% | ?
C/C(N)=C(/C#N)C(=O)COC(=O)CNS(=O)(=O)c1ccc(C)cc1 | -11.8% | 7.1% | -4.7%
CC(C)(C)c1ccc(OC(=O)Nc2ccc(O)c(C(=O)O)c2)cc1 | -6.7% | 1.7% | 8.2%
COc1ccc(C2/C=C\CN(C(=O)C3CCCC3)[C@H](Cc3ccccc3)C(=O)N2Cc2ccc(F)cc2)cc1 (some centres undefined) | -3.5% | 23.1µM* | ?
CCOc1nc(OCC)nc(N2CCC(C)CC2)n1 | -5.0% | 4.7% | ?

Screens (PubChem)

The list is partial. The share of hits here may be higher or lower than overall.
